# STK33 kin inh: blocks human STK33 kinase activity; Q9BYT3; ADP-Glo luminescence, MBP substrate; inhibition, % at 12.5 µM; AID 2322; 0.44% of 27,000 active; in the data active = inhibition above about 20%; inconclusive = no clear call, values can overlap the other calls
# Target sequence (Q9BYT3 whole entry, looked up): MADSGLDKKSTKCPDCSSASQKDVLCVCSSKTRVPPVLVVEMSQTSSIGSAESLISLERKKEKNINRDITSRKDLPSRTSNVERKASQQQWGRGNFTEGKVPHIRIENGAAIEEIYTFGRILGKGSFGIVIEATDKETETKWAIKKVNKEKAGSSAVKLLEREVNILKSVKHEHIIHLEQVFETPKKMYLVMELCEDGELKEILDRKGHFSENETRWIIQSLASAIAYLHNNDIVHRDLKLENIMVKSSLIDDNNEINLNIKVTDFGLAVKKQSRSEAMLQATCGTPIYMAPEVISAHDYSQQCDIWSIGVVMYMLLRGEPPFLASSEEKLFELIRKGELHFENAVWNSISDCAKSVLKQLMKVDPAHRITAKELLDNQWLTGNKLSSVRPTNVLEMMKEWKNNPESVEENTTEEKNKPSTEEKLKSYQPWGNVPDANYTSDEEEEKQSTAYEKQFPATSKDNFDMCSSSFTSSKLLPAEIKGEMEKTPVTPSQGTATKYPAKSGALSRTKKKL
# p53 PUMA act: mutant p53 pathway reactivation | AID 624151 | 1.5% of 28,000 active | activation, % at 9.98 µM | SW480 PUMA-promoter luciferase; in the data active = activation above about 52%; inconclusive = no clear call, values can overlap the other calls
# An asterisk follows results filed as active; ? = inconclusive; . = no result given. An excerpt; the hit share may differ from the screen's.
# Value order: STK33 kin inh	p53 PUMA act
1: CC(C)C#Cc1cnc2c(c1)C(=O)N([C@@H](C)CO)C[C@@H](C)[C@H](CN(C)C(=O)Nc1ccccc1F)O2
    .	4.0
2: C[C@@H]1CCCCO[C@@H](CN(C)S(=O)(=O)c2ccccc2)[C@@H](C)CN([C@H](C)CO)C(=O)c2cc(N(C)C)ccc2O1
    .	5.9
3: C[C@@H]1CN([C@@H](C)CO)C(=O)c2cccc(NS(=O)(=O)c3cn(C)cn3)c2O[C@H]1CN(C)C(=O)Nc1ccc2c(c1)OCO2
    .	-10.0
4: CC1(C)CC(=O)c2cc(C(=O)NCCCN3CCOCC3)c(=O)n(-c3ccccc3)c2C1
    2.8	-6.1
5: C[C@@H]1CCCCO[C@H](CN(C)C(=O)NC2CCCCC2)[C@H](C)CN([C@@H](C)CO)C(=O)c2cc(NC(=O)Nc3cccc4ccccc34)ccc2O1
    .	-22.2
6: CC(=O)Nc1nonc1-c1nc2ccccc2n1Cc1ccc(Cl)cc1Cl
    -2.2	-20.2
7: CCn1c(SCc2nc3ccccc3c(=O)[nH]2)nnc1-c1ccccc1Br
    0.4	-6.1
8: CCN1C(=O)CS/C1=N\N1CCOCC1
    .	3.6
9: CC(Oc1ccc(Br)cc1)C(=O)Nc1ncn[nH]1 (configuration not stated)
    2.6	32.1
10: O=C(O)COc1ccc(NC(=O)c2cccc(I)c2)cc1
    3.7	4.1
11: C[C@@H](O)C#Cc1ccc2c(c1)O[C@@H](CN(C)C)[C@@H](C)CN([C@@H](C)CO)S2(=O)=O
    .	6.2
12: C[C@@H]1CN([C@@H](C)CO)C(=O)c2cc(/C=C/c3ccccc3)cnc2O[C@H]1CN(C)Cc1ccc2c(c1)OCO2
    .	-9.5
13: C[C@H]1CCCCO[C@H](CN(C)Cc2ccc(C(=O)O)cc2)[C@@H](C)CN([C@@H](C)CO)C(=O)c2cc(NC(=O)Nc3ccc(F)cc3)ccc2O1
    .	-0.4
14: C[C@H](O)C#Cc1cnc2c(c1)C(=O)N([C@H](C)CO)C[C@@H](C)[C@H](CN(C)CC1CCCCC1)O2
    .	4.2
15: C[C@H](CO)N1C[C@H](C)[C@@H](CN(C)C(=O)NC2CCCCC2)Oc2ccc(NC(=O)NC3CCCCC3)cc2C1=O
    2.5	-2.9
16: C[C@@H]1CN([C@@H](C)CO)C(=O)c2cc(NC(=O)CCCN(C)C)ccc2O[C@@H](C)CCCCO[C@@H]1CN(C)S(=O)(=O)c1cccs1
    .	2.9
17: Cc1ccccc1S(=O)(=O)N(C)C[C@H]1OCc2cn(nn2)CCCC(=O)N([C@@H](C)CO)C[C@H]1C
    2.2	.
18: O=C(CN1CCOCC1)Nc1sc2c(c1C(=O)Nc1ccc(Br)cc1)CCC2
    1.0	-9.3
19: COc1ccc(-c2ccc(C#N)c(SCC(=O)Nc3cc(OC)c(OC)c(OC)c3)n2)cc1
    5.4	-7.8
20: CC(C)NC(=O)Nc1cccc2c1O[C@H](CN(C)C)[C@H](C)CN([C@@H](C)CO)C2=O
    .	6.9
21: C[C@@H]1CN([C@@H](C)CO)C(=O)c2cc(-c3cncnc3)cnc2O[C@H]1CN(C)CC1CCOCC1
    .	4.2
22: C[C@@H]1CN([C@H](C)CO)C(=O)Cc2cc(NS(=O)(=O)c3ccc(Cl)cc3)ccc2O[C@H]1CN(C)C(=O)Nc1ccc(C(F)(F)F)cc1
    3.4	.
23: Cc1ccc(-c2nnc(N3CCN(C(=O)CSc4nc(C)cc(C)n4)CC3)c3ccccc23)cc1
    0.8	-11.0
24: COc1ccc(NC(=O)N(C)C[C@@H]2Oc3ccc(NC(=O)C4CC4)cc3CC(=O)N([C@H](C)CO)C[C@H]2C)cc1
    -7.4	.
25: C[C@@H]1CCCCO[C@@H](CN(C)C(=O)c2ccccc2)[C@@H](C)CN([C@H](C)CO)C(=O)c2cc(NC(=O)Nc3ccccc3)ccc2O1
    0.1	-6.3
26: CC1CS(=O)(=O)CCN1/N=C/c1ccc([N+](=O)[O-])o1 (configuration not stated)
    -0.2	2.3
27: C[C@@H]1CN([C@H](C)CO)C(=O)c2cc(C#CC(C)(C)O)cnc2O[C@H]1CN(C)Cc1ccccn1
    .	2.7
28: C[C@H](CO)N1C[C@H](C)[C@@H](CN(C)C(=O)Nc2ccc(F)cc2)Oc2ccc(NC(=O)Nc3ccccc3)cc2CC1=O
    .	1.9
29: CC(C)NC(=O)N(C)C[C@H]1OCCCC[C@H](C)Oc2ccc(NC(=O)CCC(F)(F)F)cc2C(=O)N([C@H](C)CO)C[C@H]1C
    .	2.2
30: O=C1c2ccccc2S(=O)(=O)N1CC(O)Cn1ccc2ccccc21 (configuration not stated)
    -4.5	17.1
31: Cc1ccc(S(=O)(=O)N(C)C[C@H]2Oc3ccc(NS(=O)(=O)c4cccs4)cc3C(=O)N([C@@H](C)CO)C[C@H]2C)cc1
    -0.4	.
32: CCc1ccc(OCC(=O)Nc2ccc3oc(-c4ccccc4)nc3c2)cc1
    -1.1	?
33: C[C@@H]1CN([C@@H](C)CO)C(=O)c2cccc(NS(C)(=O)=O)c2O[C@H]1CN(C)C(=O)NC1CCCCC1
    .	-0.4
34: COc1ccc(S(=O)(=O)Nc2ccc3c(c2)CC(=O)N([C@@H](C)CO)C[C@@H](C)[C@@H](CN(C)C(=O)Nc2ccccc2)O3)cc1
    3.0	.
35: COc1ccc(S(=O)(=O)N2CCC(C(=O)Nc3ccc(NC(C)=O)cc3)CC2)cc1OC
    -0.2	-8.5
36: C[C@@H]1CN([C@@H](C)CO)C(=O)c2cccc(NC(=O)C3CCOCC3)c2O[C@@H]1CN(C)Cc1ccc2c(c1)OCO2
    .	15.5
37: C[C@@H]1CCCCO[C@H](CN(C)C(=O)c2ccccc2)[C@@H](C)CN([C@H](C)CO)C(=O)c2cc(NC(=O)Nc3cccc4ccccc34)ccc2O1
    1.8	.
38: C[C@H]1CN([C@@H](C)CO)C(=O)Cc2cc(NC(=O)Nc3ccc(C(F)(F)F)cc3)ccc2O[C@H]1CN(C)Cc1ccc(Oc2ccccc2)cc1
    -3.5	.
39: Cc1ccc(S(=O)(=O)N(C)C[C@@H]2Oc3ccc(NC(=O)Cc4ccccc4)cc3C(=O)N([C@H](C)CO)C[C@@H]2C)cc1
    -1.1	.
40: Cc1ccc(S(=O)(=O)Nc2ccc3c(c2)C(=O)N([C@@H](C)CO)C[C@@H](C)[C@H](CN(C)C(=O)Nc2c(C)noc2C)O3)cc1
    .	4.5
41: CC1OC(Oc2cc(O)c3c(=O)c(OC4OCC(O)C(O)C4O)c(-c4ccc(O)cc4)oc3c2)C(O)C(O)C1O (configuration not stated)
    6.4	17.8
42: C[C@@H]1CN([C@H](C)CO)C(=O)c2cc(NS(=O)(=O)c3ccccc3)ccc2O[C@@H](C)CCCCO[C@H]1CN(C)C(=O)C1CCCCC1
    .	-18.9
43: C[C@@H]1CN([C@@H](C)CO)C(=O)c2c(c3ccccc3n2C)-c2ccccc2CO[C@@H]1CN(C)Cc1cccnc1
    .	1.7
44: CCOC(=O)CCCSc1nc2c(c(C(F)(F)F)c1C#N)CC(C)CC2 (configuration not stated)
    0.3	-13.2
45: CNC[C@@H]1Oc2cc(-c3ccccc3OC)ccc2S(=O)(=O)N([C@@H](C)CO)C[C@H]1C
    .	6.3
46: C[C@@H]1CN([C@H](C)CO)C(=O)Cc2cc(NC(=O)Cc3cn(C)c4ccccc34)ccc2O[C@H]1CN(C)S(=O)(=O)c1ccc(F)cc1
    4.7	.
47: C[C@H](CO)N1C[C@H](C)[C@H](CN(C)S(=O)(=O)c2ccccc2)Oc2ccc(NS(=O)(=O)c3ccccc3)cc2CC1=O
    -0.2	.
48: C[C@H]1CN([C@@H](C)CO)C(=O)Cc2cc(NC(=O)Nc3ccc(F)cc3)ccc2O[C@@H]1CN(C)Cc1ccc(C(=O)O)cc1
    -0.4	2.4
49: CC(=O)O[C@@H]1CC2C(C)(C)CCC[C@]2(CO)C2=C1C(=O)C(C(C)C)C(=O)C2=O (some centres not stated)
    -0.9	.
50: C[C@@H]1CN([C@@H](C)CO)C(=O)c2cc(NS(=O)(=O)c3cccs3)ccc2O[C@@H]1CN(C)S(C)(=O)=O
    -0.7	.
51: Cn1c(CN2CCOCC2)nnc1SCC(=O)Nc1cc(C(F)(F)F)ccc1Cl
    0.6	-1.1
52: O=C1OC(c2ccccc2)C(O)(c2ccccc2)C12CCCCC2 (configuration not stated)
    .	-2.3
53: O=C(C1=C[C@H](c2ccc3c(c2)Cc2ccccc2-3)C[C@H](OCCCCO)O1)N1CCCCC1
    -5.0	.
54: COc1cccc(-c2ccc3c(c2)O[C@@H](CN(C)Cc2cccnc2)[C@H](C)CN([C@@H](C)CO)S3(=O)=O)c1
    .	-34.7
55: O=C(O)Cc1cc2ccccc2nc1C(=O)O
    .	-6.8
56: CC1(CN2CCC(n3c(=O)[nH]c4ccccc43)CC2)OCc2ccccc2-n2cccc21 (configuration not stated)
    .	-8.6
57: C[C@H](CO)N1C[C@H](C)[C@H](CN(C)S(C)(=O)=O)Oc2ccc(N(C)C)cc2C1=O
    1.4	.
58: Cc1nc2ccccc2n1CC(O)COCC1CC=CCC1 (configuration not stated)
    -2.0	-18.5
59: C[C@@H]1CCCCO[C@@H](CN(C)Cc2ccc3c(c2)OCO3)[C@@H](C)CN([C@H](C)CO)C(=O)c2cc(NS(=O)(=O)c3ccccc3)ccc2O1
    2.0	-1.9
60: Cc1noc(C)c1NC(=O)N(C)C[C@@H]1OCCCC[C@@H](C)Oc2ccc(NC(=O)Nc3ccc4c(c3)OCO4)cc2C(=O)N([C@H](C)CO)C[C@@H]1C
    1.6	.

# Remaining list, next part:
# Value order: STK33 kin inh	p53 PUMA act
61: O=C(CSc1nnc(-c2cccs2)n1-c1ccccc1)N1CCc2ccccc21
    2.2	-4.0
62: COCCOC(=O)N1C(=O)[C@@]2(c3cc(C#CC4(O)CCCCCC4)ccc31)[C@H](C(N)=O)[C@H]1C(=O)O[C@H](c3ccccc3)[C@H](c3ccccc3)N1[C@@H]2c1ccc(OCCO)cc1
    3.4	.
63: C[C@H]1CN([C@@H](C)CO)C(=O)CCCn2cc(nn2)CO[C@H]1CN(C)CC1CCCCC1
    -3.9	.
64: C[C@H]1CN([C@@H](C)CO)C(=O)c2cccc(NS(=O)(=O)c3cn(C)cn3)c2O[C@H]1CN(C)Cc1ccc2c(c1)OCO2
    .	-8.0
65: O=c1cc(-c2ccccc2)oc2ccc(O)cc12
    0.9	?
66: O[C@@H]1[C@@H](O)[C@H](OC/C=C/c2ccccc2)O[C@H](CO[C@@H]2OC[C@H](O)[C@H](O)[C@H]2O)[C@H]1O
    1.7	8.3
67: Cc1cc(=O)[nH]c(SCCOc2ccc(C(=O)c3ccccc3)cc2)n1
    0.8	18.2
68: C[C@H](CO)N1C[C@H](C)[C@@H](CN(C)Cc2ccc(C(F)(F)F)cc2)Oc2c(NS(=O)(=O)c3cn(C)cn3)cccc2C1=O
    .	-2.2
69: COc1ccc(C(=O)Nc2ccc(Cc3ccc(NC(=O)c4ccc(OC)cc4)c(O)c3)cc2O)cc1
    3.9	31.4
70: Cc1noc(C)c1NC(=O)Nc1cccc2c1O[C@H](CN(C)C(=O)Nc1c(C)noc1C)[C@H](C)CN([C@@H](C)CO)C2=O
    .	5.6
71: C=CCNC(=O)[C@H]1[C@@H]2C(=O)O[C@@H](c3ccccc3)[C@@H](c3ccccc3)N2[C@@H](c2ccc(OCCO)cc2)[C@]12C(=O)Nc1ccc(C#Cc3ccc(OC)cc3)cc12
    12.0	.
72: C[C@@H]1CN([C@H](C)CO)C(=O)c2cc(NC(=O)Nc3cccc4ccccc34)ccc2O[C@H]1CN(C)CC1CCCCC1
    0.8	.
73: C[C@H](CO)N1C[C@H](C)[C@H](CN(C)C(=O)Nc2ccc(C(F)(F)F)cc2)OCc2cn(nn2)CCCC1=O
    1.9	.
74: C[C@H]1CN([C@@H](C)CO)C(=O)c2cc(NC(=O)Nc3ccc4c(c3)OCO4)ccc2O[C@H]1CN(C)S(=O)(=O)c1cn(C)cn1
    1.5	3.9
75: O=S1(=O)c2cccc3cccc(c23)N1CCCN1CCN(c2ccc(F)cc2)CC1
    .	0.7

# From entry 72 to 75, copied from above:
# Value order: STK33 kin inh	p53 PUMA act
72: C[C@@H]1CN([C@H](C)CO)C(=O)c2cc(NC(=O)Nc3cccc4ccccc34)ccc2O[C@H]1CN(C)CC1CCCCC1
    0.8	.
73: C[C@H](CO)N1C[C@H](C)[C@H](CN(C)C(=O)Nc2ccc(C(F)(F)F)cc2)OCc2cn(nn2)CCCC1=O
    1.9	.
74: C[C@H]1CN([C@@H](C)CO)C(=O)c2cc(NC(=O)Nc3ccc4c(c3)OCO4)ccc2O[C@H]1CN(C)S(=O)(=O)c1cn(C)cn1
    1.5	3.9
75: O=S1(=O)c2cccc3cccc(c23)N1CCCN1CCN(c2ccc(F)cc2)CC1
    .	0.7

# Next section:
# Value order: STK33 kin inh	p53 PUMA act
76: C[C@@H]1CN([C@@H](C)CO)C(=O)Cc2cc(N(C)C)ccc2O[C@@H]1CN(C)Cc1ccccc1
    -7.3	-32.3
77: Cc1cc(C)c(OCC(=O)Nc2c[nH]c(=O)[nH]c2=O)cc1C
    -4.2	-1.8
78: C[C@@H]1CN([C@H](C)CO)C(=O)Cc2cc(NS(C)(=O)=O)ccc2O[C@H]1CN(C)C(=O)Nc1ccc2c(c1)OCO2
    5.3	.
79: Cc1noc(C)c1NC(=O)Nc1ccc2c(c1)C(=O)N([C@H](C)CO)C[C@H](C)[C@@H](CN(C)S(=O)(=O)c1ccccc1)OCCCC[C@@H](C)O2
    1.1	.
80: CC1=CC(=O)C2=C(C)CC[C@@H]3[C@H](OC(=O)[C@H]3C)[C@@H]12
    -5.1	.
81: C[C@H]1CN([C@@H](C)CO)C(=O)Cc2cc(NS(C)(=O)=O)ccc2O[C@@H]1CN(C)Cc1ccc(C(=O)O)cc1
    -2.3	.
82: CNS(=O)(=O)c1ccc2c(c1)oc(=O)c1cc(S(=O)(=O)NC)ccc12
    .	8.0
83: Cc1noc(C)c1NC(=O)N(C)C[C@H]1Oc2ccc(NC(=O)Nc3ccc(C(F)(F)F)cc3)cc2CC(=O)N([C@@H](C)CO)C[C@H]1C
    3.2	.
84: COc1ccc(CN(C)C[C@@H]2Oc3c(NC(=O)Nc4cccc5ccccc45)cccc3C(=O)N([C@@H](C)CO)C[C@@H]2C)cc1
    .	-5.1

# Screening results from PubChem.
